Kir21 inh – blocks the mouse Kir2.1 inward-rectifier potassium channel; HEK293-Kir2.1, FluxOR thallium flux fluorescence; stronger effect = lower value; B-score at 10 µM; actives 0.85% (n = 310,000); AID 1672;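 active = fluorescence ratio B-score at or below minus 3 SD of library scores, with starting-brightness B-score within 2 SD, cut at about -4.2 in these data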;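 note: channel flux triggered by added potassium and thallium sulfate stimulus; B-score of peak minus minimum fluorescence over baseline after thallium stimulus; more negative B-score means stronger Kir2.1 block with less thallium influx; some compounds called inactive have numbers as strong as hits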
CHT block – human CHT choline transport inhibition. Q9GZV3. CHT-expressing cells, membrane potential dye, choline response; stronger effect = lower value. B-score at 10 µM. actives 0.86% (n = 310,000). AID 488975;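 active = B-score over 3 SD under the library average, and starting fluorescence ratio not unusually high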;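 note: choline stimulus applied at its EC90 after an EC20 pre-addition; B-score computed on integrated fluorescence ratio after choline addition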
KCNQ2 block – KCNQ2 channel blockers in CHO-K1 cells – cell-based, FluxOR thallium flux, B-score, primary screen (AID 2156) | actives 1.1% (n = 310,000) | B-score at 10 µM | 20 min; stronger effect = lower value;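 active = fluorescence ratio B-score at most minus 3 library SDs, with starting brightness B-score within 2 library SDs, cut at about -5.5 in these data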
Target sequence (O88943 whole entry, looked up): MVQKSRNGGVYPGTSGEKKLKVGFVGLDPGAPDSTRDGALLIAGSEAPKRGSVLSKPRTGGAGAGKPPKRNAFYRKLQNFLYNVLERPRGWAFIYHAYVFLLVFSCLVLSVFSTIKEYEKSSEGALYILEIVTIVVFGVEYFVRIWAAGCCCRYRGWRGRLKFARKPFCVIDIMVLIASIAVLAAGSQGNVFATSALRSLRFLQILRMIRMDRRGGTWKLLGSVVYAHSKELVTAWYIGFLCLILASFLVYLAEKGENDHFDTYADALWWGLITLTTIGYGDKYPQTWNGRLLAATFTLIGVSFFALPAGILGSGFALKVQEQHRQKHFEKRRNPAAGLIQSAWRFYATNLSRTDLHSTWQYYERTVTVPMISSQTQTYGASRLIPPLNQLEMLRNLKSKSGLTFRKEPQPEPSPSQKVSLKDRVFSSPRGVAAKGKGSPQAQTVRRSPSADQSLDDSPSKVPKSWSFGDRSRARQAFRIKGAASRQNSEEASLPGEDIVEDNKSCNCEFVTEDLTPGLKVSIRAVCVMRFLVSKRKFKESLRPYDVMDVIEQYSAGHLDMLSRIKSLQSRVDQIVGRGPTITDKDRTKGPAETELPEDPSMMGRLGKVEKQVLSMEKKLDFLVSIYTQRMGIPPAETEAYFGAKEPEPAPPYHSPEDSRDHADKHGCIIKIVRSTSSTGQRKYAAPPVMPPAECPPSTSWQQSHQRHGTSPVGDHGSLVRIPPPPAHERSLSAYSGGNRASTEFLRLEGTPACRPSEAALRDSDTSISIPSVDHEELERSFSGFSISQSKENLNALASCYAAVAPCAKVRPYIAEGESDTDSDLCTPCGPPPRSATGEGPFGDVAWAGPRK
Starred values were filed as active, the others as inactive. This is a random part of the collection, and some 2.6% of all compounds hit somewhere here.

How did CN1CCCCc2c1nc1ccccc1c2N (tested in a mixture with another compound) do in these assays?
Kir21 inh: -0.4; CHT block: inactive; KCNQ2 block: inactive

Results for CCOc1cc(CN2CCN(c3cccc(C(F)(F)F)c3)CC2)ccc1OC ?
Kir21 inh: 2.9; CHT block: inactive; KCNQ2 block: inactive

What do the screens show for `Cc1nn(C)cc1/C=N/O`?
Kir21 inh: 1.7; CHT block: inactive; KCNQ2 block: inactive

What do the screens show for `CCCCC(=O)Nc1ccccc1N1CCN(c2ccccc2)CC1`?
Kir21 inh: 1.7; CHT block: inactive; KCNQ2 block: inactive

What do the screens show for `NC(=O)c1ncc(C(F)(F)F)cc1Oc1ccc(C(F)(F)F)cc1`?
Kir21 inh: 0.14; CHT block: inactive; KCNQ2 block: inactive

Results for Cc1nn(C)cc1/C=N/NC(=O)c1ccc2c(c1)OCO2 ?
Kir21 inh: 1; CHT block: inactive; KCNQ2 block: inactive

What do the screens show for `CSc1ncc(C(=O)Nc2cccc(Cl)c2C)c(C)n1`?
Kir21 inh: 1.9; CHT block: inactive; KCNQ2 block: inactive

How did O=C(c1ccc(N2C(=O)CCC2=O)cc1)N1CCN(c2ccccc2)CC1 do in these assays?
Kir21 inh: -0.02; CHT block: inactive; KCNQ2 block: inactive

How did COc1ccc(/C(C)=N/N2CCOCC2)c(O)c1 do in these assays?
Kir21 inh: -0.84; CHT block: inactive; KCNQ2 block: inactive

How did O=C(C1CCN(S(=O)(=O)c2ccc(Cl)cc2)CC1)N1CCOCC1 do in these assays?
Kir21 inh: -0.9; CHT block: inactive; KCNQ2 block: inactive

What do the screens show for `Cc1ccc(CN2CCC(Oc3cccc(C(=O)NCc4cccnc4)c3)CC2)o1`?
Kir21 inh: -2.5; CHT block: inactive; KCNQ2 block: inactive

How did O=C(O)CCN1Cc2ccccc2C1=O do in these assays?
Kir21 inh: -0.02; CHT block: inactive; KCNQ2 block: inactive

How did COC(=O)Cc1cc(OC)c(OC)cc1S(=O)(=O)N(C)C do in these assays?
Kir21 inh: -1.3; CHT block: inactive; KCNQ2 block: inactive

How did CCC(NC(=O)COc1ccc([N+](=O)[O-])cc1)c1ccccc1 (configuration not stated) do in these assays?
Kir21 inh: -3.5; CHT block: inactive; KCNQ2 block: inactive

What do the screens show for `COc1ccc(-c2noc(-c3ccc(C)cc3)n2)cc1`?
Kir21 inh: 2; CHT block: inactive; KCNQ2 block: inactive

What do the screens show for `Cn1c(=O)c2c(nc(N3CCNCC3)n2Cc2cccc3ccccc23)n(C)c1=O`?
Kir21 inh: 0.3; CHT block: inactive; KCNQ2 block: inactive

Results for CCN(CC1CCCO1)C(=O)CCc1nnc(Cc2ccc3c(c2)OCO3)o1 (configuration not stated) ?
Kir21 inh: -0.82; CHT block: inactive; KCNQ2 block: inactive

What do the screens show for `O=C(CSc1nc(C(F)(F)F)cc(=O)[nH]1)N1CCC(Cc2ccccc2)CC1`?
Kir21 inh: -0.01; CHT block: inactive; KCNQ2 block: inactive

Results for CC(=O)SC(C)CC(=O)Nc1ccccc1 (configuration not stated) ?
Kir21 inh: 0.06; CHT block: inactive; KCNQ2 block: inactive

Results for Cc1ccc(NCC(=O)c2ccc(C)cc2)cc1 ?
Kir21 inh: 2.3; CHT block: inactive; KCNQ2 block: inactive

Results for O=C(/C=C/Nc1ccc(F)cc1)c1ccc(Oc2ncccn2)cc1 ?
Kir21 inh: 2.9; CHT block: inactive; KCNQ2 block: inactive

What do the screens show for `O=C(OCC(=O)N1CCc2ccccc2C1)c1cccnc1Cl`?
Kir21 inh: -0.25; CHT block: inactive; KCNQ2 block: inactive

What do the screens show for `CCOC(=O)c1c(-c2ccc(-c3ccccc3)cc2)csc1NC(=O)C1C2CCC(O2)C1C(=O)O` (configuration not stated)?
Kir21 inh: 0.68; CHT block: inactive; KCNQ2 block: inactive

Results for COc1ccc(S(=O)(=O)N2CCN(C(=O)Cc3cccs3)CC2)cc1 ?
Kir21 inh: -0.81; CHT block: inactive; KCNQ2 block: inactive

How did Cc1nc2ccc(S(=O)(=O)Nc3cc(-c4nc5cccnc5s4)ccc3C)cc2s1 do in these assays?
Kir21 inh: -0.02; CHT block: inactive; KCNQ2 block: inactive

How did CC(C)CN(C(=O)COC(=O)c1ccccc1Sc1ccccc1C#N)C1CCS(=O)(=O)C1 (configuration not stated) do in these assays?
Kir21 inh: 0.13; CHT block: inactive; KCNQ2 block: inactive

How did COc1ccc(/C=N/Nc2cc(C)nc(N3CCOCC3)n2)cc1 do in these assays?
Kir21 inh: -1.3; CHT block: inactive; KCNQ2 block: inactive

How did CCN(CC)C(=O)CSc1nc(-c2cccs2)cc(-c2cccs2)c1C#N do in these assays?
Kir21 inh: -0.26; CHT block: inactive; KCNQ2 block: inactive

What do the screens show for `Cc1ccccc1CNC(=O)Cc1cccs1`?
Kir21 inh: 0.6; CHT block: inactive; KCNQ2 block: inactive

How did O=C(Nc1ccc2nc(-c3cccs3)c(-c3cccs3)nc2c1)NC1CC1 do in these assays?
Kir21 inh: -0.7; CHT block: inactive; KCNQ2 block: inactive

What do the screens show for `COc1cc(NS(=O)(=O)c2ccc(Nc3nc(-c4cccc([N+](=O)[O-])c4)cs3)cc2)nc(OC)n1`?
Kir21 inh: -0.27; CHT block: inactive; KCNQ2 block: inactive

What do the screens show for `CCOC(=O)C1CCN(C(=O)C2CCN(S(=O)(=O)CC)CC2)CC1`?
Kir21 inh: -0.62; CHT block: inactive; KCNQ2 block: inactive

How did CC(=O)Nc1cccc(Cl)c1C(=O)O do in these assays?
Kir21 inh: 0.04; CHT block: inactive; KCNQ2 block: inactive

How did O=C(NCc1ccc2c(c1)OCO2)Nc1cccc2ccccc12 do in these assays?
Kir21 inh: 0.53; CHT block: inactive; KCNQ2 block: inactive

How did Cn1c(SCC(=O)N2CCOCC2)nnc1-c1ccncc1 do in these assays?
Kir21 inh: -0.15; CHT block: inactive; KCNQ2 block: inactive

What do the screens show for `CCc1nnc(NC(=O)CSc2nnc(CSc3nc(C)cc(C)n3)o2)s1`?
Kir21 inh: -0.97; CHT block: inactive; KCNQ2 block: inactive

How did O=C(Nc1ccc(N2CCOCC2)cc1)C1(c2ccc(Cl)cc2)CCC1 do in these assays?
Kir21 inh: -1.7; CHT block: inactive; KCNQ2 block: inactive

Results for O=C(CN1CCN(c2ccccn2)CC1)NCCc1ccccc1 ?
Kir21 inh: -1.5; CHT block: inactive; KCNQ2 block: inactive

What do the screens show for `COc1ccc(C(=O)C2CCCN(C(=O)c3ccc(C(C)=O)s3)C2)c(C)c1` (configuration not stated)?
Kir21 inh: -0.01; KCNQ2 block: inactive

What do the screens show for `CC(C)COC(=O)n1c(=O)oc2cc(S(=O)(=O)N3CCCCC3)ccc21`?
Kir21 inh: -1.2; CHT block: inactive; KCNQ2 block: inactive

Results for Cc1ccc(C(C)C)c(OCCN2C(=O)NC(C)(C)C2=O)c1 ?
Kir21 inh: -2.6; CHT block: inactive; KCNQ2 block: inactive

What do the screens show for `O=C(Cc1cccs1)Nc1ccccc1NC(=O)Cc1cccs1`?
Kir21 inh: -1.3; CHT block: inactive; KCNQ2 block: inactive

Results for Cc1ccccc1OCCc1c(C)[nH]c(=S)[nH]c1=O ?
Kir21 inh: 2.9; CHT block: inactive; KCNQ2 block: inactive

Results for CCCOC(=O)C1=C(C)NC2=C(C(=O)CC(C)(C)C2)C1c1ccc(N(C)C)cc1 (configuration not stated) ?
Kir21 inh: -1.8; CHT block: inactive; KCNQ2 block: inactive

Results for CCOc1ccc(NC(=O)CC2C(=O)N(c3ccccc3)C(=O)N2CCc2cccs2)cc1 (configuration not stated) ?
Kir21 inh: 0.02; CHT block: inactive; KCNQ2 block: inactive

How did COc1ccc(CCNC(=O)C(Sc2ccccn2)c2ccccc2)cc1OC (configuration not stated) do in these assays?
Kir21 inh: -2.2; CHT block: inactive; KCNQ2 block: inactive

What do the screens show for `Cc1ccccc1Nc1nc(NCc2ccco2)c2ccccc2n1`?
Kir21 inh: -13*; CHT block: inactive; KCNQ2 block: -6.3*

Results for O=C(CCc1cnccn1)NC1CCCc2c1cnn2-c1ccc(F)cc1F (configuration not stated) ?
Kir21 inh: 0.65; CHT block: inactive; KCNQ2 block: inactive

An excerpt from above in order of molecular weight, high to low.
What do the screens show for `O=C(CSc1nc(C(F)(F)F)cc(=O)[nH]1)N1CCC(Cc2ccccc2)CC1`?
Kir21 inh: -0.01; CHT block: inactive; KCNQ2 block: inactive

How did COc1ccc(CCNC(=O)C(Sc2ccccn2)c2ccccc2)cc1OC (configuration not stated) do in these assays?
Kir21 inh: -2.2; CHT block: inactive; KCNQ2 block: inactive

What do the screens show for `CC(C)COC(=O)n1c(=O)oc2cc(S(=O)(=O)N3CCCCC3)ccc21`?
Kir21 inh: -1.2; CHT block: inactive; KCNQ2 block: inactive

Results for O=C(/C=C/Nc1ccc(F)cc1)c1ccc(Oc2ncccn2)cc1 ?
Kir21 inh: 2.9; CHT block: inactive; KCNQ2 block: inactive

How did COc1ccc(/C(C)=N/N2CCOCC2)c(O)c1 do in these assays?
Kir21 inh: -0.84; CHT block: inactive; KCNQ2 block: inactive

How did CC(=O)Nc1cccc(Cl)c1C(=O)O do in these assays?
Kir21 inh: 0.04; CHT block: inactive; KCNQ2 block: inactive

New compounds follow
What do the screens show for `COc1ccc(-c2nsc3c(N4CCCCC4C)ncnc23)cc1` (configuration not stated)?
Kir21 inh: -0.25; CHT block: inactive; KCNQ2 block: inactive

What do the screens show for `CC(=O)NCCC(Cc1ccccc1)c1ccco1` (configuration not stated)?
Kir21 inh: -0.19; CHT block: inactive; KCNQ2 block: inactive

How did COc1cccc(Cn2nnc(C(=O)NCc3ccc4c(c3)OCO4)c2N)c1 do in these assays?
Kir21 inh: 2.4; CHT block: inactive; KCNQ2 block: inactive

What do the screens show for `Nc1nc(-c2ccco2)nn1S(=O)(=O)c1ccccc1`?
Kir21 inh: -0.06; CHT block: inactive; KCNQ2 block: inactive

What do the screens show for `Cn1cc(CN2CCN(Cc3cccnc3)CC2)c(-c2ccc3c(c2)OCCO3)n1`?
Kir21 inh: 2.5; CHT block: inactive; KCNQ2 block: inactive

How did COc1ccc(-c2[nH]ncc2CN2C[C@@H]3CCC[C@H]2C3)c(F)c1 do in these assays?
Kir21 inh: -0.01; CHT block: inactive; KCNQ2 block: inactive

How did CC(=O)c1cc2c(cc1NC(=O)CN1CCN(c3ccc(F)cc3)CC1)OCO2 do in these assays?
Kir21 inh: 0.62; CHT block: inactive; KCNQ2 block: inactive

What do the screens show for `COc1c(C)cc(C(=O)C2CCCN(C(=O)/C=C/c3ccccn3)C2)cc1C` (configuration not stated)?
Kir21 inh: -0.45; CHT block: inactive; KCNQ2 block: inactive

What do the screens show for `N#C/C(=C\c1cccc([N+](=O)[O-])c1)C(=O)Nc1cccnc1`?
Kir21 inh: 0.87; CHT block: inactive; KCNQ2 block: inactive

Results for CCOc1cc(CNc2ccc(N3CCCC3)cc2)cc(Cl)c1OC ?
Kir21 inh: 0.08; CHT block: inactive; KCNQ2 block: inactive

What do the screens show for `CCOc1ccc(C(=O)Nc2ccncc2)cc1`?
Kir21 inh: 0.52; CHT block: inactive; KCNQ2 block: inactive

How did COc1ccc2[nH]c(=O)c(CN(c3ccccc3)S(=O)(=O)c3ccccc3)cc2c1 do in these assays?
Kir21 inh: 1.9; CHT block: inactive; KCNQ2 block: inactive

How did Cc1ccc(-n2nnnc2SCc2nnc(-c3ccccc3Br)o2)c(C)c1 do in these assays?
Kir21 inh: -1.9; CHT block: inactive; KCNQ2 block: inactive

Results for O=C(NCCN1CCOCC1)C(=O)NCC1OCCN1C(=O)c1ccc(Cl)cc1 (configuration not stated) ?
Kir21 inh: -0.1; CHT block: inactive; KCNQ2 block: inactive

How did O=C(CCNC(=O)c1ccccc1)N=Nc1c(O)[nH]c2ccccc12 do in these assays?
Kir21 inh: 0.32; CHT block: inactive; KCNQ2 block: inactive

Results for CC(=O)CCc1oc2ccc(C)cc2c1-c1ccccc1 ?
Kir21 inh: -1.8; CHT block: inactive; KCNQ2 block: inactive

Results for CCOCCCNC(=O)c1ccc(Br)cc1 ?
Kir21 inh: -3.4; CHT block: inactive; KCNQ2 block: inactive

How did COc1ccc2c(C(=O)c3ccc(Cl)cc3)n(CCCC(N)=O)[n+]([O-])c2c1 do in these assays?
Kir21 inh: 0.48; CHT block: inactive; KCNQ2 block: inactive

What do the screens show for `CCOC(=O)c1c(C(C#N)C#N)cc(C)nc1C`?
Kir21 inh: -2.4; CHT block: inactive; KCNQ2 block: inactive

What do the screens show for `Cc1ccc(S(=O)(=O)NCCCNS(=O)(=O)c2ccccc2[N+](=O)[O-])cc1`?
Kir21 inh: -0.99; CHT block: inactive; KCNQ2 block: inactive

What do the screens show for `COc1cccc(CNC(=O)C2CCN(c3nn4c(=O)cc(C)nc4s3)CC2)c1`?
Kir21 inh: 0.62; CHT block: inactive; KCNQ2 block: inactive

Results for CCCCSc1nc(C)cc(C)c1S(=O)(=O)c1ccccc1C ?
Kir21 inh: -1.3; CHT block: -7.6*; KCNQ2 block: inactive

What do the screens show for `COc1ccccc1CCC(=O)Nc1nccs1`?
Kir21 inh: -1.7; CHT block: inactive; KCNQ2 block: inactive

Results for COc1ccc(/C=N/NC(=O)c2ccc(Br)o2)cc1Cn1cc([N+](=O)[O-])cn1 ?
Kir21 inh: 0.4; CHT block: inactive; KCNQ2 block: inactive

Results for CCn1cc(Br)c(C(=O)N(C)Cc2ccccc2)n1 ?
Kir21 inh: -0.01; CHT block: inactive; KCNQ2 block: inactive

Screening data (PubChem BioAssay)
